# Assay outcomes (PubChem BioAssay)
# KLK5 inh: inhibitors of human kallikrein 5. actives 0.59% (n = 210,000). recombinant hK5, fluorogenic AMC substrate cleavage. Q9Y337. inhibition, % at 5 µM;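 active means inhibition of 40% or more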;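 further: 0% = enzyme controls without compound and 100% = no-enzyme blanks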
# Target sequence (Q9Y337 67-293 limits assumed): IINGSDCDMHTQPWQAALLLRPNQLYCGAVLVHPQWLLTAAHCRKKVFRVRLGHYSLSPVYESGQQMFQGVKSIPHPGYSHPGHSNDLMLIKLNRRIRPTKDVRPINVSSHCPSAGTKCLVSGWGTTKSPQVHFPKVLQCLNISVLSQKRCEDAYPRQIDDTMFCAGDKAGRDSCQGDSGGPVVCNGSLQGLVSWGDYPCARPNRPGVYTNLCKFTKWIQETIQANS
# KCC2 mod: modulates chloride dependent transport by human KCC2; KCC2 cells, thallium flux FluoZin-2 fluorescence; actives 2.2% (n = 190,000); Q9H2X9; AID 1456; B-score of Tl+ flux slope (higher = more flux/activation; lower = inhibition) at 10 µM;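 active means thallium flux slope and its plate-corrected score both differing from the plate sample mean at a set confidence after two filtering rounds, in either direction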;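 further: slope of fluorescence scaled to starting intensity during 10 to 20 s after thallium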
# Thrombin inh: blocks human thrombin protease activity; alpha-thrombin, Boc-VPR-AMC fluorogenic substrate cleavage; inhibition, % at 5 µM; actives 0.26% (n = 220,000);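 active means inhibition at or above 40%; inactive means inhibition below 40%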;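 further: 0% = enzyme with no compound and 100% = wells without enzyme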
#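 Assay system: human alpha-thrombin enzyme. Reagent: Boc-VPR-AMC substrate, 15 µM final. Compound dosing: one concentration per compound, 5 µM, with 0.2% DMSO. Incubation: room-temperature reaction. Technique: AMC fluorescence, 355/460 nm. Measure: % inhibition relative to enzyme controls and enzyme-free blanks.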
# FXIIa inh 1536: factor XIIa (human) inhibition. actives 0.3% (n = 220,000). inhibition, % at 5 µM. P00748. purified FXIIa, Boc-QGR-AMC fluorogenic substrate, 2 h; in the data active means inhibition above about 40%;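 further: 0% = enzyme with no compound and 100% = blank without enzyme; many of its hits are not listed in these tables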
# FXIa inh 1536: blocks human coagulation factor XIa protease activity; P03951; purified FXIa, Boc-Glu-Ala-Arg-AMC fluorogenic substrate; inhibition, % at 5 µM; actives 0.14% (n = 220,000); AID 798;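 active means inhibition of at least 40%; inactive means inhibition below 40%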;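 further: fluorescence of freed AMC excited at 355 nm; 0% = enzyme without compound and 100% = no enzyme blank; many of its hits are not listed in these tables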
# L929 necroptosis: L929 zVAD cell death inhibition; actives 0.38% (n = 220,000); viability rescue, % at 10 µM; L929 zVAD necroptosis rescue, ATP luminescence, 24 h; with zVAD 60 µM; AID 1377;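 active means activation, scaled between plate controls, above about 75%, limit read from the data; inactive means activation under that limit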;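 further: 0% = zVAD with DMSO and 100% = DMSO alone without zVAD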
# Rad51 HR inh: blocks human Rad51 in homologous recombination. Q06609. hRad51 DNA strand exchange, fluorescence dequenching. inhibition, % at 10 µM. actives 0.085% (n = 200,000);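 active means inhibition above 40% at the single screening dose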;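 further: 0% = DMSO control wells and 100% = blanks with heterologous ssDNA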
# Target sequence (Q06609 whole entry, looked up): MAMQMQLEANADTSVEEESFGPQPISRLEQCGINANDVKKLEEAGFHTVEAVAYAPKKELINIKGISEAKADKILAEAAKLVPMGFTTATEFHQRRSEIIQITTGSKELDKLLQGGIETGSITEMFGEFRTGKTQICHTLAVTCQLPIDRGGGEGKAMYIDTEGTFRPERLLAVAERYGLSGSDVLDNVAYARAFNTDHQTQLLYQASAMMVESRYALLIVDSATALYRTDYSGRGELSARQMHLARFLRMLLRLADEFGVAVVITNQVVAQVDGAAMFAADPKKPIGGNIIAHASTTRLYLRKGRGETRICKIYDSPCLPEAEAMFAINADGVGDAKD
#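 Test system: preformed human Rad51 ssDNA filaments. Compound dosing: single dose, 10 µM final compound. Incubation: filaments 15 min 37 °C, then compound 30 min. Technique: FRET fluorescence dequenching, excitation 485 nm, emission 520 nm. Read-out basis: percent inhibition from fluorescence, normalised to plate control and blank means. Benchmarks: plate controls and plate blanks.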
# Hck-Nef inh: human Hck-Nef kinase inhibition; P08631; Recombinant Hck-YEEI plus Nef, Z-Lyte FRET kinase assay; inhibition, % at 20 µM; actives 0.68% (n = 220,000); AID 463187;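 active means Hck-Nef kinase inhibition above about 50%, limit read from the data; inactive means inhibition below that limit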;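 further: 0% = DMSO with Hck plus Nef and 100% = Hck alone without Nef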
# Target sequence (P08631 whole entry, looked up): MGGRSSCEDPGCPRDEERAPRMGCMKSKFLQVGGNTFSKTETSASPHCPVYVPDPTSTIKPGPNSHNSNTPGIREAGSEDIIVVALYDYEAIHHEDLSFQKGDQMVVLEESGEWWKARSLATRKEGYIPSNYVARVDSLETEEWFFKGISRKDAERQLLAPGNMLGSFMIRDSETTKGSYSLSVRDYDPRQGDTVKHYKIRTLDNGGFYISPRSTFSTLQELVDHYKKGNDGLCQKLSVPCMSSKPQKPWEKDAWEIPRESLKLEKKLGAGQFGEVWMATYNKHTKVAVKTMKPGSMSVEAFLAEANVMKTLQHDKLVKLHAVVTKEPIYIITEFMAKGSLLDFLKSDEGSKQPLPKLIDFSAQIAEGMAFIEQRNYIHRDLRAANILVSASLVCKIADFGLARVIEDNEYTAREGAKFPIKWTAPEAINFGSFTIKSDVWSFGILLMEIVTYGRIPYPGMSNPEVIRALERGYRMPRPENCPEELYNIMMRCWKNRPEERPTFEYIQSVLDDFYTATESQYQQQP
# TNF necrop inh: TNF-alpha cell death inhibition in Jurkat FADD-/- cells; Jurkat FADD-/- TNF necroptosis rescue, ATP luminescence, 24 h; 0 = TNF only, 100 = no-TNF cells; activation (protection from cell death), % at 10 µM; actives 0.068% (n = 220,000);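 active means activation, meaning protection from cell death, of at least 50% relative to plate controls; inactive means activation below 50%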;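 further: necroptosis triggered by 40 ng/mL TNF-alpha added together with compound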
# * marks the source's active call; other numbers are inactive results; · = no result given. Only part of the results is shown, so the mix of outcomes need not match the whole.
SMILES,KLK5 inh,KCC2 mod,Thrombin inh,FXIIa inh 1536,FXIa inh 1536,L929 necroptosis,Rad51 HR inh,Hck-Nef inh,TNF necrop inh
O=C(c1ccc(Cl)c(S(=O)(=O)N2CCCC2)c1)N1CCN(c2ccccc2F)CC1,·,-1.5,-4,8,0,-0.4,·,5,0.3
Cc1cc(N2CC(C(=O)NCc3cccs3)CC2=O)ccc1C(C)C (stereo not drawn),-2,·,4,8,2,0.5,-7,3,2.4
O=C(Nc1ccnc(-c2cccnc2)n1)c1cccc(Cl)c1Cl,-3,-1,0,12,0,0.1,0,-1,-5.5
CCn1c2ccccc2c2cc(NC(=O)C/C(C)=N/NC(=O)c3ccccc3N)ccc21,-9,-0.11,-3,-7,8,4.0,3,0,-9.3
CC(C)CC(c1nnnn1Cc1ccc2c(c1)OCO2)N1CCC(C(N)=O)CC1 (stereo not drawn),-15,·,-11,4,-6,-0.5,0,19,0.0
CCc1ccccc1NC(=O)Cn1c(=O)n(-c2ccc(CC(=O)NCC3CCCO3)cc2)c(=O)c2ccccc21 (stereo not drawn),5,·,-3,13,0,1.7,-4,22,-0.5
Oc1ccccc1-c1nnc(-c2ccc(C(F)(F)F)cc2)o1,-22,-2.7,-5,4,-6,-0.1,5,1,-5.4
COC(CNC(=O)C1CCCCC1C(=O)O)OC (stereo not drawn),-11,0.91,-3,8,7,0.2,·,9,0.4
Cc1ccc(S(=O)(=O)Oc2cccc(/C=N/Nc3ccc(C(=O)O)cc3)c2)cc1,3,-2.4,-3,8,5,0.5,1,19,-2.1
CN(C)S(=O)(=O)c1ccc(C(=O)NC2CCCc3ccccc32)cc1 (stereo not drawn),-2,-0.16,2,2,-3,0.8,-8,23,3.3
CC(=O)Nc1ccc(C(=O)CSc2nnc(-c3ccc(O)cc3)n2CC2CCCO2)cc1 (stereo not drawn),-11,·,-2,10,0,0.1,-2,-1,-2.0
CCOC(=O)C1C(=O)NC(N2CCc3ccccc32)=NC1c1ccccc1 (stereo not drawn),1,-0.51,-1,15,3,0.6,14,6,-1.3
CCOCCOC(=O)CCSc1n[nH]c(=O)[nH]c1=O,4,·,-18,-5,1,1.3,6,4,0.8
Cc1ccc(N2CC(C(=O)Nc3ccc(N(C)C)cc3)CC2=O)cc1C (stereo not drawn),-15,-1.2,0,15,5,2.4,-2,2,0.4
N#CC(C(=O)OC1CCCCC1)c1nc2ccccc2nc1N1CCCCC1 (stereo not drawn),3,-0.36,-2,-6,0,-0.2,0,0,-0.8
CCOC(=O)C1=C(N)n2c(s/c(=C\c3cccnc3)c2=O)=C(C(=O)OC)C1c1cccnc1 (stereo not drawn),·,-0.53,·,·,·,-0.2,-7,-9,-0.5
Cc1cc(C)nc(SCC(=O)c2ccc(O)cc2O)n1,0,0.9,3,5,-7,0.7,-4,3,-0.5
CCc1ccc2c(c1)C(c1cccs1)=NNC(c1cccnc1)=N2,0,-0.15,-4,-2,-10,0.3,-4,2,-6.8
CSCCn1c(C(C)(C)C)cc(C(=O)O)c1C,-7,0.9,-7,3,1,0.0,-7,-2,0.4
Cc1cc(C)c(NC(=O)Nc2ccccc2C)c(Cl)c1,-4,-0.39,-6,3,10,1.7,-5,19,0.7
CC(=O)c1ccc(N2CCN(C(=O)C3CCC3)CC2)cc1,-28,0.77,-9,-3,-3,0.4,1,10,0.0
COc1ccc(OCc2nnc(SCC(=O)NCc3ccco3)o2)cc1,-10,2.1,4,8,1,-0.2,-4,3,0.1
C#CCOC(=O)Nc1ccc(=O)n(Cc2c(Cl)cccc2Cl)c1,-23,-0.88,2,13,13,0.2,1,1,-3.4
O=C(Nc1ccc(O)cc1)/C(=C\C=C\c1ccccc1)NC(=O)c1ccccc1,1,-2.6,-4,3,3,0.8,11,15,-1.1
COc1ccc(N2C(=O)CC(NNc3nc4ccccc4s3)C2=O)cc1 (stereo not drawn),2,0.66,0,8,5,0.8,·,3,0.7

# Reformatted: results already given.
# Second line of a record: KLK5 inh, KCC2 mod, Thrombin inh, FXIIa inh 1536, FXIa inh 1536, L929 necroptosis, Rad51 HR inh, Hck-Nef inh, TNF necrop inh
- COC(CNC(=O)C1CCCCC1C(=O)O)OC (stereo not drawn)
 : -11, 0.91, -3, 8, 7, 0.2, ·, 9, 0.4
- Cc1ccc(S(=O)(=O)Oc2cccc(/C=N/Nc3ccc(C(=O)O)cc3)c2)cc1
 : 3, -2.4, -3, 8, 5, 0.5, 1, 19, -2.1
- CN(C)S(=O)(=O)c1ccc(C(=O)NC2CCCc3ccccc32)cc1 (stereo not drawn)
 : -2, -0.16, 2, 2, -3, 0.8, -8, 23, 3.3
- CC(=O)Nc1ccc(C(=O)CSc2nnc(-c3ccc(O)cc3)n2CC2CCCO2)cc1 (stereo not drawn)
 : -11, ·, -2, 10, 0, 0.1, -2, -1, -2.0
- CCOC(=O)C1C(=O)NC(N2CCc3ccccc32)=NC1c1ccccc1 (stereo not drawn)
 : 1, -0.51, -1, 15, 3, 0.6, 14, 6, -1.3
- CCOCCOC(=O)CCSc1n[nH]c(=O)[nH]c1=O
 : 4, ·, -18, -5, 1, 1.3, 6, 4, 0.8
- Cc1ccc(N2CC(C(=O)Nc3ccc(N(C)C)cc3)CC2=O)cc1C (stereo not drawn)
 : -15, -1.2, 0, 15, 5, 2.4, -2, 2, 0.4
- N#CC(C(=O)OC1CCCCC1)c1nc2ccccc2nc1N1CCCCC1 (stereo not drawn)
 : 3, -0.36, -2, -6, 0, -0.2, 0, 0, -0.8
- CCOC(=O)C1=C(N)n2c(s/c(=C\c3cccnc3)c2=O)=C(C(=O)OC)C1c1cccnc1 (stereo not drawn)
 : ·, -0.53, ·, ·, ·, -0.2, -7, -9, -0.5
- Cc1cc(C)nc(SCC(=O)c2ccc(O)cc2O)n1
 : 0, 0.9, 3, 5, -7, 0.7, -4, 3, -0.5
- CCc1ccc2c(c1)C(c1cccs1)=NNC(c1cccnc1)=N2
 : 0, -0.15, -4, -2, -10, 0.3, -4, 2, -6.8
- CSCCn1c(C(C)(C)C)cc(C(=O)O)c1C
 : -7, 0.9, -7, 3, 1, 0.0, -7, -2, 0.4
- Cc1cc(C)c(NC(=O)Nc2ccccc2C)c(Cl)c1
 : -4, -0.39, -6, 3, 10, 1.7, -5, 19, 0.7
- CC(=O)c1ccc(N2CCN(C(=O)C3CCC3)CC2)cc1
 : -28, 0.77, -9, -3, -3, 0.4, 1, 10, 0.0
- COc1ccc(OCc2nnc(SCC(=O)NCc3ccco3)o2)cc1
 : -10, 2.1, 4, 8, 1, -0.2, -4, 3, 0.1
- C#CCOC(=O)Nc1ccc(=O)n(Cc2c(Cl)cccc2Cl)c1
 : -23, -0.88, 2, 13, 13, 0.2, 1, 1, -3.4
- O=C(Nc1ccc(O)cc1)/C(=C\C=C\c1ccccc1)NC(=O)c1ccccc1
 : 1, -2.6, -4, 3, 3, 0.8, 11, 15, -1.1

# Additional entries follow:
SMILES,KLK5 inh,KCC2 mod,Thrombin inh,FXIIa inh 1536,FXIa inh 1536,L929 necroptosis,Rad51 HR inh,Hck-Nef inh,TNF necrop inh
c1ccc(-c2cnc(CSc3ncnc4sccc34)o2)cc1,-37,0.33,-1,3,3,0.3,-1,-1,-1.6
CC(C)C(OC(=O)c1ccco1)C(=O)NCc1cccs1 (stereo not drawn),-21,-1,2,4,6,-0.2,3,-1,-1.2
CCc1nnc(NC(=O)c2ccc(S(=O)(=O)NCC(C)C)cc2)s1,-14,0.18,7,2,-1,0.1,-5,-1,1.0
N=c1c2c(-c3ccccc3)c(-c3ccccc3)oc2ncn1CCN1CCOCC1,-9,-0.3,9,17,8,0.1,2,78*,-0.8
COc1ccc(CN2CCOCCOCCOCC2)cc1,4,0.42,-1,11,-5,0.0,11,2,-0.2
O=C1CCC(C(=O)OCC(=O)N2N=C3/C(=C/c4ccccc4)CCCC3C2c2ccccc2)N1 (stereo not drawn),2,-0.0054,3,15,1,-0.3,-4,-14,-4.5
COC(=O)c1ccc(CNC(=O)c2ccc(COc3ccccc3)cc2)cc1,-7,0.25,1,11,-1,0.5,6,-2,1.9
CN1C(=O)S/C(=C/c2cccn2-c2cccc(C(=O)O)c2)C1=O,0,-2.6,-3,10,12,2.1,16,24,-0.1
COc1ccc(Sc2nc(-c3ccccn3)ncc2OC)cc1,2,-0.42,-2,10,-2,0.4,0,-7,-11
Cc1occc1C(=O)N/N=C/c1ccc(N(C)C)cc1,-4,0.83,-19,-2,-4,-0.8,·,41,-11
CCCNc1nc(Cl)nc(NC(C)(C)C)n1,·,0.45,-4,4,-5,6.6,·,9,1.4
CCOC(=O)c1c(NC(=O)CCl)sc(CN(C)C)c1-c1ccccc1,-5,0.38,0,8,-5,-2.5,5,22,-1.4
Cc1ccccc1N1CCN(CCCCN2C(=O)C3CCCN3C2=O)CC1 (stereo not drawn),-17,0.65,-7,3,-4,0.1,·,2,1.1
COC(=O)CSc1nc2c(c(=O)[nH]c(=O)n2C)n1CCC(C)C,0,0.00089,-4,6,-2,-0.1,-5,7,-1.1
Cc1ccc(NC(=S)N/N=C2\CCCCC2C)cc1 (stereo not drawn),-5,6.9*,-7,2,-3,-0.1,1,-1,0.6
CCOc1ccccc1-c1nn2c(Cc3ccccc3)nnc2s1,-5,-2.8,-9,0,-2,-1.9,9,-7,1.1
NC(=O)c1ccc(C(F)(F)F)n(Cc2ccc(Cl)cc2)c1=O,-1,0.85,-5,2,-11,0.3,0,2,-2.9
COc1ccc(N(CC(=O)N2CCN(Cc3ccc4c(c3)OCO4)CC2)S(C)(=O)=O)cc1OC,-19,0.39,-4,3,-3,-0.2,-2,0,-2.2
CNc1nc(-c2ccc(Cl)cc2)cs1,4,-1.6,-1,4,-2,-0.1,2,4,-1.3
COc1ccc(Cl)cc1NC(=O)CSc1nnc(COc2ccccc2)n1C,-9,·,1,1,-1,-0.2,2,3,-3.6
N=c1n(Cc2ccccc2)c2ccccc2n1CC(O)COc1ccc(Cl)cc1Cl (stereo not drawn),4,1.1,-3,11,0,-2.8,10,34,-15
CC1CCN(CC(=O)Nc2ccc(Cl)cc2[N+](=O)[O-])CC1,5,-0.64,0,12,0,7.0,-3,24,0.7
Cc1cc(C)nc(SCC(=O)N/N=C/c2cccc([N+](=O)[O-])c2)n1,-10,0.043,-4,10,2,1.1,-12,2,1.1
CC(=O)NC(N(C#N)c1nc(Cl)nc(N(C)C)n1)C(Cl)(Cl)Cl (stereo not drawn),0,-0.79,1,9,1,-0.3,23,12,1.7
CCC(=O)c1cn(CC(=O)OC)c2ccccc12,-18,·,-6,13,-1,-1.5,-6,1,0.4
O=Cc1ccc(OCC(=O)Nc2ccccc2-c2ccccc2)cc1,1,-0.5,-13,3,-2,7.6,24,25,1.3
CNC(=O)c1ncnnc1N(C)C(=O)NCc1ccccc1,6,·,-7,-7,-16,0.5,-6,-2,0.0
CCCN1CCC(NCc2cn(C)nc2-c2ccc(Oc3ccccc3)cc2)CC1,45*,0.066,1,34,21,0.7,-21,2,-13
O=C(Nc1ccccn1)c1ccc(NC(=O)c2ccco2)cc1,10,-0.29,-6,0,-9,1.4,-7,-2,-0.7
O=C(Nc1ccc(N2C(=O)c3cccc4cccc(c34)C2=O)cc1)c1ccc(N2CCCCC2)c([N+](=O)[O-])c1,-23,0.1,-6,2,7,0.7,4,2,2.1
